# Bioassay records deposited in PubChem by National Center for Advancing Translational Sciences (NCATS).
# GAA glycogen: qHTS Assay for Inhibitors and Activators of Human alpha-Glucosidase Cleavage of Glycogen; Lysosomal alpha-glucosidase (Homo sapiens), P10253; actives 0.38% (n = 300,000); Potency, µM (top dose mostly 76.4 µM), inactives show at the top dose activity change, negative = inhibition, most hits filed as inhibitors; recombinant GAA, glycogen substrate, Amplex Red glucose oxidase fluorescence; active = well fitted inhibition curve with a large enough effect; inconclusive = small, poorly fitted or top-dose-only effect, or another doubt; inactive = no such curve, though single readings can be large or run the other way;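 also: 0% = full enzyme reaction and -100% = no-enzyme basal signal; the screen sought inhibitors and activators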
#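 Recombinant enzyme (4 nM final) with compounds titrated up to 77 uM and bovine liver glycogen (30 ug) in citrate pH 5.0, 0.01% Tween-20, 37 C 40 min. Released glucose detected by Amplex Red/glucose oxidase (Ex 573/Em 610); AC50 from Hill fits.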
# Numbers without * were called inactive; ? = inconclusive; [ ] = remark or other dose. Potency is read from the fitted curve at half-maximal effect.
SMILES,GAA glycogen
CCc1cccc(NC(=O)c2sc3nc4n(c(=O)c3c2C)CCC4)c1,-5%[76.3 µM]
O=C(COc1ccc2c(c1)OCO2)Nc1nccs1,1%
C=CCn1c(NCc2ccco2)nc2ccccc21,12%[76.3 µM]
Cc1ccc(N(CC(=O)NCC2CCCO2)C(=O)CCC(=O)Nc2nccs2)cc1C (centres undefined),-1%
Cc1ccc(Nc2nc(NCCO)nc3c2cnn3C)cc1Cl,2%
COc1cc2ccccc2cc1C(=O)Nc1ccc(NC(=O)c2cccs2)cc1,-6%
CCCCc1ccc(S(=O)(=O)NCCCN2CCCC2=O)cc1,0%[76.3 µM]
O=C(N1CCOCC1)C1(S(=O)(=O)c2ccccc2)CC=CC1,22%[76.3 µM]
CN1CCN(C(=O)c2cc3cc(F)ccc3[nH]2)CC1,6%
CCOc1ccc(OCc2ccc(C(=O)N(C)c3ccccc3)o2)cc1,-4%[76.3 µM]
CC1=C(C(=O)OC2CCCCC2)C(c2ccc(N(C)C)cc2)NC(=O)N1 (centres undefined),3%[76.3 µM]
NNC(=O)COc1ccc2oc3c(c2c1)CCCC3,0%[76.3 µM]
Cc1cc(C)nc(SCC(=O)c2ccc(F)c(C)c2)n1,-11%[76.3 µM]
Cc1ccc(CNC(=O)C2CC=CCC2C(=O)O)cc1 (centres undefined),-13%
COc1ccc(CN(CC(=O)NCc2ccc3c(c2)OCO3)C(=O)c2csnn2)cc1,2%[76.3 µM]
Cc1cccc([C@@H]2[C@@H]3C(=O)N(Cc4ccccc4)C(=O)[C@@H]3[C@]3(Cc4ccc(Cl)cc4)C(=O)N(c4ccccc4)C(=O)N23)c1,-2%[76.3 µM]
COc1cccc(/C=C2\SC(=S)N(CCCC(=O)NC3=NCCS3)C2=O)c1,-2%[76.3 µM]
Fc1ccccc1N1CCN(C2CCCN(Cc3cccc(C(F)(F)F)c3)C2)CC1 (centres undefined),-6%[76.3 µM]
COc1ccc(-n2c(SCC(=O)N3CCC(C(=O)O)CC3)nc3ccccc3c2=O)cc1OC,-4%
COc1ccc(N(CC(=O)N/N=C/c2ccccc2F)S(=O)(=O)c2ccccc2)cc1,3%
O=C(NC(=S)NC1CCS(=O)(=O)C1)c1ccccc1Br (centres undefined),4%[76.3 µM]
COc1cccc(NC(=O)CN2CCc3ccccc3C2)c1,2%[76.3 µM]
CC(=O)c1cccc(NC(=O)c2cnn(-c3ccccc3)c2C)c1,2%[76.3 µM]
CCCCc1nc2cc(C(=O)N3CCCCC3CCO)ccc2o1 (centres undefined),3%[76.3 µM]
C=CCn1c(C)c(C(=O)OCC)c2cc(O)c3ccccc3c21,0%

# Some of these compounds in order of formula weight, smallest number first:
SMILES,GAA glycogen
C=CCn1c(NCc2ccco2)nc2ccccc21,12%[76.3 µM]
CN1CCN(C(=O)c2cc3cc(F)ccc3[nH]2)CC1,6%
O=C(COc1ccc2c(c1)OCO2)Nc1nccs1,1%
CC(=O)c1cccc(NC(=O)c2cnn(-c3ccccc3)c2C)c1,2%[76.3 µM]
CCCCc1ccc(S(=O)(=O)NCCCN2CCCC2=O)cc1,0%[76.3 µM]
CCOc1ccc(OCc2ccc(C(=O)N(C)c3ccccc3)o2)cc1,-4%[76.3 µM]
CCc1cccc(NC(=O)c2sc3nc4n(c(=O)c3c2C)CCC4)c1,-5%[76.3 µM]
CC1=C(C(=O)OC2CCCCC2)C(c2ccc(N(C)C)cc2)NC(=O)N1 (centres undefined),3%[76.3 µM]
O=C(NC(=S)NC1CCS(=O)(=O)C1)c1ccccc1Br (centres undefined),4%[76.3 µM]
COc1cc2ccccc2cc1C(=O)Nc1ccc(NC(=O)c2cccs2)cc1,-6%
COc1cccc(/C=C2\SC(=S)N(CCCC(=O)NC3=NCCS3)C2=O)c1,-2%[76.3 µM]
COc1ccc(CN(CC(=O)NCc2ccc3c(c2)OCO3)C(=O)c2csnn2)cc1,2%[76.3 µM]
COc1ccc(N(CC(=O)N/N=C/c2ccccc2F)S(=O)(=O)c2ccccc2)cc1,3%
Cc1ccc(N(CC(=O)NCC2CCCO2)C(=O)CCC(=O)Nc2nccs2)cc1C (centres undefined),-1%
COc1ccc(-n2c(SCC(=O)N3CCC(C(=O)O)CC3)nc3ccccc3c2=O)cc1OC,-4%
Cc1cccc([C@@H]2[C@@H]3C(=O)N(Cc4ccccc4)C(=O)[C@@H]3[C@]3(Cc4ccc(Cl)cc4)C(=O)N(c4ccccc4)C(=O)N23)c1,-2%[76.3 µM]

# (more compounds)
SMILES,GAA glycogen
COc1ccc(/C=C2\SC(=S)N(CCCC(=O)N3CCN(C)CC3)C2=O)cc1,2%
COc1ccc(-c2cc(C(=O)N3CCCC3)c3ccccc3n2)cc1OC,3%[76.3 µM]
COc1cccc(CN2CCCC(C(=O)N3CCCCC3)C2)c1 (centres undefined),0%
COc1ccc(S(=O)(=O)Nc2c(C(=O)O)[nH]c3ccc(OC)cc23)cc1,?
Fc1ccccc1CNCC1CCCO1 (centres undefined),11%[76.3 µM]
COc1ccc2ccccc2c1/C=N/Nc1cccc(C(=O)O)c1,?
COc1ccc(C2SCC(=O)N2Cc2ccccc2)cc1 (centres undefined),0%[76.3 µM]
CC(=O)c1ccc2c(c1)c(C#N)c1ccccc1[n+]2[O-],4%
Cc1ccc(C)c(S(=O)(=O)c2c(C)cc(C)[nH]c2=O)c1,0%
COc1cccc(CN(C)C(=O)[C@@H](NC(=O)c2ccc(C)cc2)C(C)C)c1,1%
O=C(c1ccc2c(=O)n(CCc3ccccc3)c(=O)[nH]c2c1)N1CCN(c2ccccc2)CC1,-2%[76.3 µM]
O=C(NCC1CCCO1)c1cccc(Oc2c(Cl)cccc2[N+](=O)[O-])c1 (centres undefined),-9%[76.3 µM]
COc1ccc(C(=O)C2CCCN(C(=O)c3ccc4nccnc4c3)C2)c(C)c1 (centres undefined),0%[76.3 µM]
CCc1ccc(NC(=O)C(=O)NNC(=O)c2cccs2)cc1,2%
CCCCc1nc2cc(C(=O)N(C)C3CCOCC3)ccc2o1,-9%[76.3 µM]
CC(=O)N/N=C/c1ccccc1OCCOc1cccc(C)c1,-4%[76.3 µM]
CC1CCN(S(=O)(=O)c2cccc(C(=O)Nc3nncs3)c2)CC1,1%[76.3 µM]
COc1cc(CC(NC(C)=O)C(=O)NC2CCN(S(=O)(=O)c3ccc(NC(C)=O)cc3)CC2)cc(OC)c1 (centres undefined),-2%
COC(=O)CCNC(=O)c1ccc2nc(Cc3ccc(OC)c(OC)c3)oc2c1,-5%[76.3 µM]
COc1ccc(CCNC(=O)CCN2C(=O)[C@@H]3Cc4ccccc4CN3C2=O)cc1,3%[76.3 µM]
COc1ccc(N2CCN(CC(=O)Nc3nc(C)cs3)CC2)cc1,-9%[76.3 µM]
COc1ccccc1-c1nc(S(=O)(=O)c2ccccc2)c(N2CCOCC2)o1,-2%[76.3 µM]
O=C(CCNC(=O)c1ccco1)Nc1cccc(C(F)(F)F)c1,3%
OCCN1CCN(c2ncnc3scc(-c4ccc(F)cc4)c23)CC1,-8%[76.3 µM]
COc1ccccc1C(=O)c1nc2ccccc2n1C,-5%

# (continued)
SMILES,GAA glycogen
Cc1nc2cc(-c3ccc(Br)cc3)[nH]n2c(=O)c1Cl,-1%[76.3 µM]
CC(C)C[C@@H](COc1ccccc1)N1CCN(C)CCC1=O,18%[76.3 µM]
O=C(Oc1ccc(C(=S)N2CCOCC2)cc1)c1cc([N+](=O)[O-])cc([N+](=O)[O-])c1,0%
CC(C)n1cc(CN2CCC(C(=O)Nc3cccc(-c4cccc(Cl)c4)c3)CC2)cn1,-5%[76.3 µM]
CCCOc1ccc(-c2c(C(=O)N/N=C/C3CC=CCC3)nnn2-c2nonc2N)cc1 (centres undefined),-11%[76.3 µM]
COC(=O)c1ccccc1NC(=O)Nc1c(C)n(C)n(-c2ccccc2)c1=O,-6%[76.3 µM]
COC(=O)c1cc(S(=O)(=O)NCc2ccccc2)c[nH]1,17%[76.3 µM]
Cc1cccn2c(=O)c3cc(C(=O)NC4CCCCC4)n(C)c3nc12,-3%[76.3 µM]
CCc1cc(=O)oc2cc(OC(C)C(=O)NCc3ccccn3)ccc12 (centres undefined),-8%[76.3 µM]
Cc1oc(-c2ccccc2Cl)nc1CS(=O)CC(=O)NCCCN1CC(C)CC(C)C1 (centres undefined),-2%[76.3 µM]
COc1ccc(C(=O)C(C)[n+]2ccc(C)c3ccccc32)cc1[N+](=O)[O-] (centres undefined),11%[76.3 µM]
COc1ccccc1CNS(=O)(=O)c1c(C(=O)N2CCCCC2)c(C)n(C)c1C,0%[76.3 µM]
COC(=O)C1=CN(c2ccc(OC)cc2)C=C(C(=O)OC)C1c1cc(OC)c(OC)cc1OC,-2%[76.3 µM]
O=C(O)c1ccc(N/N=C2/CCSc3ccc(F)cc32)cc1,?
CC(C)n1c(SCC(=O)Nc2nncs2)nnc1-c1ccco1,-7%[76.3 µM]
COc1ccc(C(=O)NC2CCc3ccccc32)cc1OC1CCN(C(C)=O)CC1 (centres undefined),-7%[76.3 µM]
COc1ccc(/C(O)=C2/C(=O)C(=O)N(c3ccccn3)C2c2ccc(F)cc2)cc1 (centres undefined),2%
CC1(C)Cc2c(cnn2-c2cccc(F)c2)C(NC(=O)C2CCOCC2)C1 (centres undefined),-2%[76.3 µM]
COc1ccc(NC(=O)c2ccc3nc[nH]c3c2)cc1,5%
O=C(CNCc1ccc(F)cc1)Nc1ccc(S(=O)(=O)N2CCOCC2)cc1,-18%[76.3 µM]
CC1CCN(CC(C)OC(=O)c2ccco2)CC1 (centres undefined),-4%
O=C(NCCOc1ccccc1)C1CCC(=O)N(C2CCCCCC2)C1 (centres undefined),-6%[76.3 µM]
CCc1nnc2c(N(C)S(=O)(=O)c3ccc(C)cc3)nc3ccccc3n12,0%[76.3 µM]
COc1ccccc1CNS(=O)(=O)c1cc2c3c(c1)C(C)C(=O)N3CCC2 (centres undefined),-8%[76.3 µM]
CC1CCCCN1C(=O)CSc1nc(C2CC2)nc2ccccc12 (centres undefined),-6%

# (next part)
SMILES,GAA glycogen
C=CCn1c(SCc2cccc(OC)c2)nnc1-c1ccncc1,1%[76.3 µM]
CC1CCCN(C(=O)CCNC(=O)c2ccccc2Cl)C1 (centres undefined),-1%[76.3 µM]
Cc1cccc(N2CCN(C(=O)c3cc4cc(F)ccc4[nH]3)CC2)c1C,-6%
CCOC(=O)N1CCN(C(=O)Cn2nc(C)n3nc(-c4ccc(OC)cc4)cc3c2=O)CC1,-5%[76.3 µM]
CNS(=O)(=O)c1cccc(C(=O)NCC2CCCCC2)c1,2%
CCn1ncc(Br)c1C(=O)Nc1ccccc1C(F)(F)F,-3%
Cc1ccc(CNC(=O)COc2ccc(S(=O)(=O)N3CCCC3)cc2)cc1,11%
CC(=O)c1cccc(OCC(=O)N2CCCc3ccccc32)c1,-17%[76.3 µM]
O=C(NCCCc1ccccc1)c1ccc(CS(=O)Cc2ccccc2Cl)o1 (centres undefined),3%[76.3 µM]
Cc1ccc(/C=N/NC(=O)CSc2nc3ccccc3[nH]2)o1,-5%
C[C@H](NC(=O)C1CC(=O)N(c2ccc3c(c2)OCO3)C1)C(=O)NCc1ccco1 (some centres undefined),7%[76.3 µM]
CSc1ccc(/C=C/C(=O)N2CCN(c3ccccn3)CC2)cc1,1%[76.3 µM]
CCn1cc(C(=O)NCc2ccc(Cl)cc2)c(=O)c2cc(S(=O)(=O)N(C)C)ccc21,-3%
COC(=O)CCCNC(=O)c1ccc2oc(CCCc3ccccc3)nc2c1,1%[76.3 µM]
CC(=O)C1=C(O)C(=O)N(Cc2ccccc2)C1c1cccc([N+](=O)[O-])c1 (centres undefined),-2%
CCOc1ccc(CCNC(=O)CSc2ncn[nH]2)cc1OCC,2%[76.3 µM]
CCN(CC(=O)N1CCOCC1)S(=O)(=O)c1ccc(F)cc1,16%[76.3 µM]
CC(NC(=O)c1ccc(C#N)cc1)C1CC2CCC1C2 (centres undefined),-2%
COc1ccc([C@]23Cc4cc(C#N)ccc4C(O2)c2c(cc(-c4ccccc4)oc2=O)O3)cc1,5%[15.3 µM]
CSc1ccccc1NC(=O)C1CC(c2c(F)cccc2Cl)=NO1 (centres undefined),0%[76.3 µM]
COc1cccc(CNC(=O)c2ccc(C(=O)NCc3cccc(OC)c3)cc2)c1,-1%[76.3 µM]
Cc1nc2ccccc2c(=O)n1NC(=O)c1ccc(Cl)c([N+](=O)[O-])c1,5%
Cc1oc(C(=O)O)cc1COc1cccc2ccccc12,-6%[76.3 µM]
O=S(=O)(NCCC1=CCCCC1)c1ccc(F)cc1,1%[76.3 µM]
COC(=S)N/C(=N\S(=O)(=O)c1ccc(Cl)cc1)c1ccccc1,-2%[76.3 µM]

# Other records:
SMILES,GAA glycogen
CCN1C(=O)c2cccc3c(S(=O)(=O)N4CCCC4C(=O)O)ccc1c23 (centres undefined),2%
CC(C)(C)OC(=O)N1CCC(Cc2cc(-c3ccc(Cl)cc3)no2)(C(=O)O)CC1,-8%[76.3 µM]
CCOCCCNC(=O)C1CC(=O)N(CCc2ccc(C)cc2)C1 (centres undefined),5%
COCCC(=O)Nc1ccc2c(c1)CN(C(=O)c1ccc(CSC)o1)CC2,-2%[76.3 µM]
OCC[C@@H]1C[C@H](O)[C@@H](O)[C@@]2(CCc3ccccc3O2)O1,6%[76.3 µM]
CN(Cc1cccc2cnccc12)C(=O)c1cc(COc2ccc(F)cc2F)on1,1%[76.3 µM]
O=C1Nc2ccccc2Nc2ccc([N+](=O)[O-])cc21,2%

# Shown with bars between the fields: entries from further up
SMILES | GAA glycogen
CN(Cc1cccc2cnccc12)C(=O)c1cc(COc2ccc(F)cc2F)on1 | 1%[76.3 µM]
O=C1Nc2ccccc2Nc2ccc([N+](=O)[O-])cc21 | 2%

# A portion of the library. The share of hits here may be higher or lower than overall.
